# TRPC4 potent = positive allosteric modulators of TRPC4, primary screen, cell-based, mouse TRPC4beta, HEK293 mu-opioid, Fluo-4 calcium; Short transient receptor potential channel 4 (Mus musculus), Q9QUQ5; DAMGO EC20, Fluo-4 Ca2+ flux; active compounds read high; B-score at 10 µM; 310,000 compounds, 0.42% hits;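 active means B-score of calcium response area above 5 SD of library B-scores, with initial fluorescence ratio within 5 SD of library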;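 further: B-score of integrated fluorescence ratio over time as area under calcium response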
# Target sequence (Q9QUQ5 whole entry, looked up): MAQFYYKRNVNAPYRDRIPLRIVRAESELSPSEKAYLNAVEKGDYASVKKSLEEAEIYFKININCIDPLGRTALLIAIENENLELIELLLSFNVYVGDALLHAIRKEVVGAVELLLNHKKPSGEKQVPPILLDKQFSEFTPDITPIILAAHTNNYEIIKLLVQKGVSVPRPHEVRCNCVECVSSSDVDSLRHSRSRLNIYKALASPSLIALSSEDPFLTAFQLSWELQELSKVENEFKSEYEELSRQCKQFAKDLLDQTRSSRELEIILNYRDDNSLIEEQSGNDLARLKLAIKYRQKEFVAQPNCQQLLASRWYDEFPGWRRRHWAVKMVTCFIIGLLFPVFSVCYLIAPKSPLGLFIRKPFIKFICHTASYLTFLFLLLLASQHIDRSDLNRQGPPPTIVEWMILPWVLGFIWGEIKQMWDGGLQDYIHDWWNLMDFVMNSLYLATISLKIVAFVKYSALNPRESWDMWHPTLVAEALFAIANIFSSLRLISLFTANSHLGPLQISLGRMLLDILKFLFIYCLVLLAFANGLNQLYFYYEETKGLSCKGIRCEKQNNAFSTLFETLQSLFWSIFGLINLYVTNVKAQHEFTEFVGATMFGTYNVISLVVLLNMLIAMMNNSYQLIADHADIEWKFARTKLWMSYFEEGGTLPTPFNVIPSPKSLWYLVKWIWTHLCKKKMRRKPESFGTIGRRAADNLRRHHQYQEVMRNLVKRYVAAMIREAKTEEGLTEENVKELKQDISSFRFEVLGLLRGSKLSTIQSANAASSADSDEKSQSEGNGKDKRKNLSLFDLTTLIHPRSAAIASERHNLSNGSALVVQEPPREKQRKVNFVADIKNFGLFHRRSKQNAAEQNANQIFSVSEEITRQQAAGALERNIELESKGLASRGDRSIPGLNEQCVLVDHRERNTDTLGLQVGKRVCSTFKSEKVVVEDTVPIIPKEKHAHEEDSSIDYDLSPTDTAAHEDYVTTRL
# TRPC4 agonist = activators of mouse TRPC4 channel, primary screen, Fluo4 calcium, HEK293 TRPC4beta/mu-opioid cells. Fluo4 calcium fluorescence; active compounds read high. B-score at 10 µM. 310,000 compounds, 0.49% hits. AID 2237, 2010;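 active means B-score above 5 SD of library B-scores, and initial fluorescence ratio not above library mean plus 5 SD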;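 further: positive B-score marks a calcium rise read as TRPC4 activation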
#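 Assay system: HEK293 stable line with TRPC4beta plus mu-opioid receptor. Times: dye 45 min RT, read 110 s. Measured by: kinetic Fluo4 calcium fluorescence. Measure: B score of integrated ratio. Controls: assay buffer as low control, maximal DAMGO as high control.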
# aSyn UTR inh = MLPCN primary screen, SNCA 5' untranslated region; 300,000 compounds, 0.82% hits; alpha-synuclein 5'UTR reporter, inhibitor activity; inhibition, % (tested at 7.5 µM); in the data active means inhibition above about 60%; inconclusive means no clear call, values can overlap the other calls;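 further: H4 neuroglioblastoma cells stably carrying SNCA 5'UTR luciferase fusion; 0% = DMSO wells and 100% = positive control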
# HIF activator = HIF pathway transcriptional activators, primary screen, cell-based, U2OS HRE-luciferase, luminescence; AID 1910, 2009; U2OS HRE-luciferase reporter; normalized: DMSO 0%, desferrioxamine 100%; activation, % at 7.5 µM (by protocol); 300,000 compounds, 0.32% hits;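 active means mean activation of at least 10% of the iron chelator positive control signal, with at least half of replicates also reaching 10%; inconclusive means mean and replicate majority disagree about reaching 10%; inactive means mean and most replicates under 10%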
# MrgX1 antagonist = antagonists of human MrgX1 receptor, primary screen, HEK293 cells, Fluo-4 calcium flux | BAM8-22 antagonism; active compounds read low | B-score at 10 µM | 310,000 compounds, 1.3% hits;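 active means calcium-response B-score plate-corrected more than 3 library SD below zero, starting fluorescence within 5 deviations, no agonist response on first addition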;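 further: peak minus trough fluorescence over baseline after final BAM8-22 challenge near maximal dose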
# TRPC6 act = mouse TRPC6 channel activators, primary screen, cell-based, HEK293, membrane potential dye | 310,000 compounds, 0.13% hits | B-score at 10 µM | HEK293-TRPC6 membrane potential dye fluorescence; active compounds read high | AID 2550, 2010;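 active means B-score of the integrated fluorescence ratio above library mean plus 3 SD, and starting fluorescence ratio within library mean plus 5 SD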;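 further: higher score means more depolarization so channel activation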
# IEC-6 cytotox = cytotoxicity in IEC-6 intestinal epithelial cells, primary screen, cytotoxicity control for KLF5 inhibitor project, cell-based, luminescence | IEC-6 cytotoxicity, luminescence viability | inhibition, % at 5 µM | 290,000 compounds, 0.78% hits | AID 1825, 2009; in the data active means inhibition above about 22%;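 further: 0% = plate median of test compound wells and 100% = cytotoxic reference compound wells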
# SKKanGAS inh = S. pyogenes SKKanGAS growth inhibitors in kanamycin, primary screen, streptokinase expression inhibitor project, SKKanGAS strain, BacTiter-Glo luminescence | 300,000 compounds, 1.3% hits | 6 h | inhibition, % at 7.5 µM;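 active means mean replicate score, as percent of positive control median, at least 50; inconclusive means mean below 50 but one replicate at or above 50; inactive means mean and every replicate below 50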;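 further: strain carries kanamycin resistance gene driven by streptokinase promoter and grows in 40 µg/ml kanamycin; loss of luminescence reflects streptokinase promoter inhibition or plain growth inhibition; 0% = median of DMSO wells and 100% = positive control at its reference dose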
# KLF5 inhibitor = KLF5 expression inhibitors, primary screen, DLD-1 cells, luminescence; AID 1700, 2009; inhibition, % at 5 µM; 290,000 compounds, 0.23% hits; DLD-1 KLF5 promoter-luciferase reporter;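 active means inhibition above a per-plate limit of that plate's mean compound inhibition plus 3 SD, cut at about 60% in these data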;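 further: 0% = DMSO wells and 100% = LY294002 at 200 µM; higher means less KLF5 promoter-driven luciferase light; inactives centre near -14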
# TRPC6 inhibitor = mouse TRPC6 channel inhibitors, primary screen, cell-based, HEK293, membrane potential dye. ACh-evoked depolarization; active compounds read low. Short transient receptor potential channel 6 (Mus musculus), Q61143. B-score at 10 µM. 310,000 compounds, 1.1% hits;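 active means B-score under library mean minus 3 SD, initial fluorescence not abnormally high, positive integrated signal ratio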;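 further: B-score derived from integrated fluorescence ratio over the kinetic read; more negative B-score means stronger inhibition of depolarization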
# TRPC4 inh = inhibitors of mouse TRPC4 channel, primary screen, Fluo4 calcium, HEK293 TRPC4beta/mu-opioid cells. Short transient receptor potential channel 4 (Mus musculus), Q9QUQ5. DAMGO-evoked Fluo4 calcium flux; active compounds read low. B-score at 10 µM. 300,000 compounds, 0.39% hits. AID 2247, 2010;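 active means B-score over 3 SD under the library average, no early fluorescence shift, positive overall ratio signal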
#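 Material: HEK293 cells with stable TRPC4beta plus mu-opioid receptor expression / Probe or stimulus: DAMGO in two steps, submaximal then maximal / Compound: single concentration per test compound / Technique: kinetic Fluo4 fluorescence imaging of calcium influx / Read-out: per-well B score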
# Active calls of the source: *; i = inactive; ? = inconclusive; nt = not tested or not shown. Compounds as they come; 5.8% or so of the library scored in one or more.
Molecule	TRPC4 potent	TRPC4 agonist	aSyn UTR inh	HIF activator	MrgX1 antagonist	TRPC6 act	IEC-6 cytotox	SKKanGAS inh	KLF5 inhibitor	TRPC6 inhibitor	TRPC4 inh
Cc1nc(N2CCOCC2)c2c(C)c(C(=O)Nc3ccc(F)cc3F)sc2n1	i	i	32	0.0	i	i	-6	-6	-17	i	i
O=C1CC(NS(=O)(=O)c2cccs2)CN1c1ccccc1 (stereo unspecified)	18*	i	-4	-2.5	i	i	nt	-4	nt	i	i
COc1ccc(CC(=O)NCCN2CCOCC2)cc1	i	i	-17	-17	i	i	-5	1	-41	i	i
CCOc1ccc(C2C(C(=O)c3ccco3)=C(O)C(=O)N2CCCn2ccnc2)cc1OC (stereo unspecified)	i	i	-2	0.8	i	i	-4	-8	-29	i	i
O=C(Nc1cccnc1)c1ccc(COc2cc(Cl)ccc2Cl)o1	i	i	3	0.9	i	i	17	-1	4	i	i
O=C(O)c1ccc(OCCCCCCOC2CCCCO2)cc1 (stereo unspecified)	i	i	15	0.4	i	i	2	1	-4	i	i
CC(C)(C)C(=O)Nc1ccc(C(=O)Nc2cc(NC(=O)c3ccc(NC(=O)C(C)(C)C)cc3)cc(C(=O)O)c2)cc1	i	i	-57	1.8	i	i	-2	3	-52	i	i
CSc1cccc(NC(C)C(=O)NCc2ccccc2)c1 (stereo unspecified)	i	i	6	-0.7	i	i	2	3	-19	i	i
CCOC(=O)c1cc(C(C)=O)c(=O)n(C)c1N	i	i	34	-0.4	i	i	-1	-5	-13	i	i
CCC1CCCCN1C(=O)COC(=O)CN(C)S(=O)(=O)c1ccc(NC(C)=O)cc1 (stereo unspecified)	i	i	-5	0.2	i	i	nt	0	nt	i	i
CCN(CC)CC#CC(OC)(c1ccccc1)c1ccccc1	i	i	-81	-0.3	i	i	-5	1	7	i	i
Cc1cccc(OCCN2C(=O)C(=O)c3cccc(C)c32)c1	i	i	-11	-0.1	i	i	2	-6	-20	i	i
CCOc1ccc(CN(C)CC(=O)Nc2ccc([N+](=O)[O-])cc2Cl)cc1	i	i	-8	-0.3	i	i	-6	-5	-10	i	i
COCCCN(C(=O)c1cc(-c2ccco2)nc2ccccc12)c1c(N)n(Cc2ccccc2)c(=O)[nH]c1=O	i	i	6	-11	i	i	nt	7	nt	i	i
CCC(CC)NC(=O)COC(=O)c1cc(Br)ccc1Cl	i	i	16	1.0	i	i	1	2	0	i	i
COC(=O)CC1C(=O)NCCN1C(=S)Nc1ccccc1 (stereo unspecified)	i	i	-2	0.0	i	i	6	6	-12	i	i
COc1ccc(NC(=S)NC23CN4CN(CN(C4)C2)C3)c(OC)c1	i	i	-5	0.1	i	i	-1	1	-22	i	i
O=C(c1ccco1)N1CCN(c2ncnc3c2cnn3-c2ccccc2)CC1	i	i	-94	1.3	i	i	7	-1	-64	i	i
COc1cc(/C=C/C(=O)OCC(=O)Nc2cc(S(=O)(=O)N(C)C)ccc2Cl)ccc1O	i	i	-17	0.2	i	i	-10	8	8	i	i
CC(=O)N1CCN(C(=S)Nc2ccc(Oc3ccccc3)cc2)CC1	i	i	1	0.0	i	i	1	-4	0	i	i
COc1cccc(NC(=O)C2C3C=CC4(O3)C2C(=O)N(CCCN2CCCC(C)C2)C4C(=O)NC2CCCCC2C)c1 (stereo unspecified)	i	i	21	0.1	i	i	-1	6	-26	i	i
COc1ccc(C)cc1NC(=O)CN1CCN(c2ccc(F)cc2)CC1	i	i	-4	-0.2	i	i	-4	8	0	i	i
CCc1ccc(NC(=O)Nc2cnccn2)cc1	i	i	-104	2.8	i	i	4	?	-99	i	i
COc1ccc(OC)c(NC(=O)CCn2c(=S)[nH]c3ccccc3c2=O)c1	i	i	-17	-0.1	i	i	-2	3	-12	i	i
COc1ccc(N(C(=O)c2snc(C(N)=O)c2N)C(C(=O)NC2CCCC2)c2cc(OC)ccc2OC)c(OC)c1 (stereo unspecified)	i	i	21	-1.1	i	i	3	-4	-9	i	i
O=C(NC(=S)NCc1cccnc1)c1ccc([N+](=O)[O-])cc1	i	i	-22	-0.1	i	i	0	1	-5	i	i
Cc1nnc(N/N=C/c2ccc(-c3ccccc3F)o2)n1N	i	i	-107	2.0	i	i	102*	10	-98	i	i
CCOC(=O)c1c(C)[nH]c(C)c1S(=O)(=O)N1CCOCC1	i	i	-4	-0.4	i	i	5	12	-1	i	i
CCOc1cc(C(=S)N2CCOCC2)ccc1OC(=O)c1ccccc1	i	i	10	0.2	i	i	0	2	-22	i	i
O=C(CNC(=O)c1ccc(Br)o1)NCCc1ccc(F)cc1	i	i	5	-0.1	i	i	-3	0	-27	i	i
CCC(=O)OCCNc1cc(SCCC(=O)OC)c2nonc2c1[N+](=O)[O-]	i	i	3	0.8	i	i	-5	-2	-10	i	i
CCOC(=O)c1ccc(NC(=O)CC2SC3=NCCN3C2=O)cc1 (stereo unspecified)	i	i	22	-0.6	i	i	2	15	-31	i	i
CCN1CCN(Cc2ccc(NC(=O)CC3Oc4ccc(C)cc4NC3=O)cc2)CC1 (stereo unspecified)	i	i	-5	-0.4	i	i	-10	-7	-22	i	i
CCn1c(=O)cc(SCC(=O)N2CCN(Cc3ccc4c(c3)OCO4)CC2)c2ccccc21	i	i	5	-0.1	i	i	5	10	-10	i	i
Cn1c(SCC(=O)NC2CC2)nnc1-c1cccs1	i	i	4	-0.1	i	i	3	1	-5	i	i
C=CCN1C(=O)/C(=C2/Sc3ccc(OC)cc3N2C)SC1=Nc1ccccc1	i	i	3	-1.0	i	i	6	1	-46	i	i
CC(C)OCCCNC(=O)Cn1ncc2c(=O)oc3ccccc3c21	i	i	11	-39	i	i	-3	-1	-3	i	i
COc1cc(NC(=O)CN2CC(c3ccccc3)CC2=O)cc(OC)c1 (stereo unspecified)	i	i	7	-0.3	i	i	1	-10	-17	i	i
C[N+]1(CC(O)c2ccccc2)CCCCCC1 (stereo unspecified)	i	i	8	0.0	i	i	-5	3	-9	i	i
Cc1nc(C(C)N(C)Cc2c(C(=O)N3CCCCC3)nc3c(C)cccn23)c(C)s1 (stereo unspecified)	i	i	-45	-0.1	i	i	2	6	2	i	i
Nc1nccc(/C=C/c2c(F)cccc2Cl)n1	i	i	-103	0.4	i	i	-2	0	-34	i	i
O=C(Nc1cccc(Cl)c1)Nc1ccc2c(c1)C(=O)OC2	i	i	11	0.3	i	i	8	-7	3	i	i
CCOC(=O)NC(=S)c1ccc[nH]1	i	i	-5	0.1	i	i	-4	7	-13	i	i
COc1ccccc1C(=O)C1CCCN(C(=O)c2ccccn2)C1 (stereo unspecified)	i	i	4	0.1	i	i	2	0	-33	i	i
CCCCC(=O)NNC(=S)NC(=O)c1ccc(C)cc1	i	240*	-10	0.2	i	i	-1	10	-80	i	i
O=C(Nc1ccc2nc(-c3ccccc3)[nH]c2c1)c1cccs1	i	i	-103	4.5	i	i	-3	-6	-87	i	i
Cc1ccc(Nc2nc3nonc3[nH]c2=O)cc1C	i	i	-40	0.4	i	i	-4	26	-46	i	i
O=C(NCCCn1ccnc1)c1ccc2c(c1)OCCO2	i	i	-4	0.8	i	i	9	-20	3	i	i
Cc1nc2nc(-c3cccs3)cn2nc1C	i	i	-33	1.0	i	i	0	-7	-30	i	i
Fc1cc(Cl)c(OCc2noc(-c3ccsc3)n2)c(Cl)c1	i	i	-81	1.7	i	i	4	13	-10	i	i
NC(=O)COC(=O)c1ccc2c(c1)C(=O)N(Cc1ccco1)C2=O	i	i	-6	-0.2	i	i	4	0	-3	i	i
CCOc1cc(NC(=O)CCl)c(OCC)cc1NC(=O)CCl	i	i	-30	0.6	i	i	3	1	-17	i	i
CN(C)S(=O)(=O)c1cccc(NC(=O)CSc2ncnc3ccccc23)c1	i	i	6	0.5	i	i	3	-7	-29	i	i
Cc1onc(-c2ccccc2Cl)c1C(=O)Nc1ccccc1C(N)=O	i	i	15	0.2	i	i	-2	-2	-22	i	i
CCOC(=O)c1[nH]c2ccccc2c1NC(=O)CC	i	i	-14	0.1	i	i	2	-7	-30	i	i
C/C(=C\c1ccco1)C1Nc2cccc3cccc(c23)N1	i	i	-8	-0.3	i	i	1	9	0	i	i
COc1ccc(C(=O)NNC2=NC(C)(C)Cc3cc(C)c(C)cc32)cc1	i	i	2	-0.6	i	i	2	-9	-2	i	i
N#CCCN(C(=O)COC(=O)C1=NNC(=O)CC1)c1ccccc1	i	i	4	-0.1	i	i	nt	-3	nt	i	i
O=c1oc2ccccc2c(Nc2ccc(Cl)cc2)c1[N+](=O)[O-]	i	i	-7	0.0	i	i	6	1	18	i	i
Cc1cccc(OCCCCNCc2ccccc2)c1	i	i	-2	-0.5	i	i	2	0	1	i	i

# (more compounds)
Molecule	TRPC4 potent	TRPC4 agonist	aSyn UTR inh	HIF activator	MrgX1 antagonist	TRPC6 act	IEC-6 cytotox	SKKanGAS inh	KLF5 inhibitor	TRPC6 inhibitor	TRPC4 inh
CSCCC(C(=O)N1CC2(C)CC1CC(C)(C)C2)N1C(=O)c2ccccc2C1=O (stereo unspecified)	i	i	12	0.1	i	i	0	-9	-21	i	i
COc1cccc(CN(C)C(=O)c2ccc3c(=O)n4c(nc3c2)CCC4)c1OC	i	i	-48	2.0	i	i	-1	-2	-9	i	i
O=C(NCC1CCCO1)c1ccc(S(=O)(=O)Nc2ccccc2F)cc1 (stereo unspecified)	i	i	6	-0.1	i	i	nt	-8	nt	i	i
O=C(Nc1ccc(N2CCOCC2)cc1)c1cc(F)c(F)cc1Cl	i	i	-52	0.6	i	i	-5	-4	-27	i	i
CC1CCCC(C)N1CC(O)COCc1ccccc1 (stereo unspecified)	i	i	-8	0.0	i	i	4	-2	-8	i	i
